RPL19A-GFP yeast: alters RPL19A-GFP fluorescence in TOR pathway yeast screen. actives 0.3% (n = 330,000). S. cerevisiae RPL19A-GFP strain, flow cytometry, 3 h; stronger effect = lower value. percent response vs DMSO, % at 10 µM;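 active means percent response vs DMSO below 50%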;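 further: median channel GFP fluorescence of the barcoded RPL19A-GFP strain; ratio of sample median GFP to plate DMSO average so 100% = DMSO; lower means less RPL19A-GFP as with rapamycin TOR inhibition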
procasp7 counter: counter-screen for procaspase-3 activators: activators of human procaspase-7. recombinant procaspase-7, Ac-DEVD-pNA absorbance 405 nm; D23A/D198A/D206A triple mutant, cannot self-cleave; scale: DMSO 0, 5 µM enzyme 100. activation, % at 8.5 µM. actives 0.093% (n = 330,000). AID 463210;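 active means percent activation above the screen-wide mean plus 3 SD, cut at about 25% in these data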
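Material: Procaspase-7 triple mutant (PC-7 D3A) | Quantity: 2 µM procaspase-7 mutant as dispensed | Reagent: DEVD-pNA substrate | Times: 1 h preincubation, 2 h reaction | Technique: 405 nm absorbance of p-nitroaniline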
ZTA counter: blocks Epstein-Barr virus ZTA, an EBNA-1 counter-screen; ZTA-DNA binding, fluorescence polarization; inhibition, % at 11 µM; actives 0.15% (n = 320,000); in the data active means inhibition above about 33%
AHR act: activators of human aryl hydrocarbon receptor | P35869 | activation, % at 5 µM | AHR-responsive luciferase reporter cells, luminescence | actives 2.5% (n = 320,000); in the data active means activation above about 47%;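 further: 0% = vehicle wells and 100% = reference agonist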
Target sequence (P35869 whole entry, looked up): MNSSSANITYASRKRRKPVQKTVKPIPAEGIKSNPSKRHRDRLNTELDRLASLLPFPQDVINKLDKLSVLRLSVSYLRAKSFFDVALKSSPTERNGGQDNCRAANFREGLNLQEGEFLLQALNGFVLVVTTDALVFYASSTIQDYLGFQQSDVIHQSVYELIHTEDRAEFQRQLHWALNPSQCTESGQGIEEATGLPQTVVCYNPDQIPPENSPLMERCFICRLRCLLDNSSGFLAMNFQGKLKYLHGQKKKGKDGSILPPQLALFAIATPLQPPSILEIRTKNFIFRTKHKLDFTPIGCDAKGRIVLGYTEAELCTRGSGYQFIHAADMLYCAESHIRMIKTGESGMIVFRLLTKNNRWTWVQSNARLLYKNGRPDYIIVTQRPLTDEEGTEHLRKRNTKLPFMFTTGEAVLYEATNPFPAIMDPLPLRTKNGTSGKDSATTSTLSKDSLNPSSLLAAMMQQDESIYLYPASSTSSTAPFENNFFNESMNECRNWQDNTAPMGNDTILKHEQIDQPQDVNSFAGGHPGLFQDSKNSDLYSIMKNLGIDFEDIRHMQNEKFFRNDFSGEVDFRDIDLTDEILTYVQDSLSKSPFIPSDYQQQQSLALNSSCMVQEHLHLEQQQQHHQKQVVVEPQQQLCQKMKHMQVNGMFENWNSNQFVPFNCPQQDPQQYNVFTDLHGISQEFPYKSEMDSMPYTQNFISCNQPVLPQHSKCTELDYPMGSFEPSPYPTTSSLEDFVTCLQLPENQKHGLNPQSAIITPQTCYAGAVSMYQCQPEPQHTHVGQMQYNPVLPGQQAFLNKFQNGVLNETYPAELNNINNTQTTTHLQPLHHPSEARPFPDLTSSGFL
LAP4 TOR yeast: yeast TOR pathway LAP4-GFP modulation | GFP response vs DMSO, % at 10 µM | actives 0.34% (n = 320,000) | AID 2023 | S. cerevisiae LAP4-GFP multiplex, flow cytometry GFP, 3 h; median GFP as percent of DMSO wells;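 active means GFP response vs DMSO above a set limit, about the screen mean plus 3 SD, cut at about 150% in these data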
EBNA-1 inh: blocks EBNA-1 binding to DNA; EBNA-1 DNA binding, fluorescence polarization; inhibition, % at 14.8 µM; actives 0.34% (n = 300,000); AID 1950; in the data active means inhibition above about 28%
MEP2 TOR yeast: alters MEP2-GFP fluorescence in TOR pathway yeast screen; AID 2016; S. cerevisiae MEP2-GFP strain, flow cytometry GFP, 3 h; 100% = DMSO control level; actives 0.51% (n = 330,000); GFP response vs DMSO, % at 10 µM;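 active means GFP response versus DMSO above a set limit, roughly screen mean plus 3 SD, cut at about 180% in these data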;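 further: median GFP fluorescence of the barcode-gated MEP2-GFP cells per well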
procasp3 activ: activators of human procaspase-3. recombinant procaspase-3 D3A, Ac-DEVD-pNA absorbance 405 nm. activation, % at 8.5 µM. AID 463141. actives 0.11% (n = 330,000);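 active means activation above the mean of all tested compounds plus 3 SD, cut at about 21% in these data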;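 further: 0% = DMSO alone and 100% = DMSO wells spiked with extra 5 µM PC-3 D3A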
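Evaluation: percent activation relative to control range; Material: Procaspase-3 D3A mutant, all three cleavage aspartates alanine; Compound: single dose, 8.5 µM nominal compound, 0.8% DMSO; Replication: one well per compound; Signal: absorbance at 405 nm, 0 and 120 min; Schedule: 1 h preincubation plus 2 h reaction at 25 °C.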
* marks the source's active call; other numbers are inactive results; nt = no result given. Random draw from the library; overall some 3.8% were active at least once.

SMILES	RPL19A-GFP yeast	procasp7 counter	ZTA counter	AHR act	LAP4 TOR yeast	EBNA-1 inh	MEP2 TOR yeast	procasp3 activ
C/C(=N\NC(=O)CN(c1ccc(C)cc1)S(C)(=O)=O)c1cccs1	95	9	14	3	84	-5	102	2
O=C(OCC(=O)c1c[nH]c2ccccc12)C1=COCCO1	100	-2	10	11	108	2	110	-5
CSCCC(=O)Nc1ccc(C(C)=O)cc1	100	0	5	5	99	0	109	6
CCOc1ccccc1CN1CCNC(=O)C1CC(=O)NCc1ccccn1 (stereo not given)	102	-2	14	5	101	11	100	3
CC(NC(=O)Nc1ccc(O)cc1)(C(F)(F)F)C(F)(F)F	97	-20	14	0	96	-13	101	-16
COc1ccc(Cc2nc3ccc(C(=O)NCCn4cccn4)cc3o2)cc1	103	12	11	-3	97	-8	103	8
CC(=O)NC(CC(=O)Nc1cccc(S(=O)(=O)N2CCCCC2)c1)c1ccccc1 (stereo not given)	101	-4	-1	2	101	-1	94	9
O=C(Nc1ccc([N+](=O)[O-])cc1)Nc1ccc(N2CCOCC2)c2nonc12	98	14	6	3	115	0	94	3
Cc1nnc(SCC(=O)Nc2c(Cl)cccc2Cl)[nH]c1=O	100	-13	-1	-2	102	4	109	-4
Cc1cc(N/N=C/c2ccco2)c2ccccc2n1	101	0	0	3	111	1	102	9
Cc1ccc(-c2cc(C(=O)N3CCOCC3)c3ccccc3n2)cc1	104	-4	-15	30	107	-11	106	0
CC(/C=N/NC(=O)c1cccs1)=C\c1ccccc1	93	-1	-3	0	114	3	96	8
COc1ccc(S(=O)(=O)N2CCCC2)cc1Br	103	0	-2	-1	78	2	102	5
CCN1C(=O)[C@H]2[C@@H](c3ccc(-c4ccc(F)cc4)c(OC)c3)N[C@@](C)(C(=O)OC)[C@H]2C1=O	101	8	-10	0	113	9	100	2
COc1cc(NC(=O)C2CC(c3c(F)cccc3Cl)=NO2)cc(OC)c1OC (stereo not given)	99	-5	16	3	95	8	97	-3
Cc1csc(=O)n1CCC(=O)OCC(=O)c1c(N)n(CC(C)C)c(=O)n(C)c1=O	92	-5	7	-2	115	4	98	2
Cc1cccc(-n2c(CNC(=O)c3ccc(S(=O)(=O)N(C)C)cc3)nnc2SCC(=O)Nc2ccc(F)cc2)c1	109	5	-13	3	110	-2	121	5
O=C(Nc1ccccc1)c1ccc(-c2ccccc2Cl)o1	92	0	-4	29	102	-3	84	8
COC(=O)c1c(C)[nH]c(C)c1-c1ccc(C)cc1	91	5	1	2	91	16	91	9
COc1ccc(N2C(=O)C(Cl)=C(N(CCO)Cc3ccccc3)C2=O)cc1	96	-6	16	0	109	9	96	-13
O=C(N/N=C/c1cccc(Br)c1)c1ccc(N2CCCC2=O)cc1	102	16	12	0	105	8	102	2
Cc1noc(C)c1CSCC(=O)OCC(=O)Nc1sccc1C#N	106	-4	-3	3	101	-3	109	1
O=C(NCC1COCCO1)C1CCN(S(=O)(=O)c2ccccc2)CC1 (stereo not given)	98	-2	-6	0	102	6	105	7
CCOC(=O)c1c(C)[nH]c(C(=O)CSc2nccc(C)n2)c1C	108	-5	12	0	91	0	94	-6
O=c1c2c(nc3n1CCCCC3)-c1ccccc1CC21CCCC1	99	7	-20	0	93	5	105	-5

Quoted at random: six entries already listed
SMILES	RPL19A-GFP yeast	procasp7 counter	ZTA counter	AHR act	LAP4 TOR yeast	EBNA-1 inh	MEP2 TOR yeast	procasp3 activ
CC(NC(=O)Nc1ccc(O)cc1)(C(F)(F)F)C(F)(F)F	97	-20	14	0	96	-13	101	-16
O=C(NCC1COCCO1)C1CCN(S(=O)(=O)c2ccccc2)CC1 (stereo not given)	98	-2	-6	0	102	6	105	7
O=C(Nc1ccccc1)c1ccc(-c2ccccc2Cl)o1	92	0	-4	29	102	-3	84	8
Cc1ccc(-c2cc(C(=O)N3CCOCC3)c3ccccc3n2)cc1	104	-4	-15	30	107	-11	106	0
COC(=O)c1c(C)[nH]c(C)c1-c1ccc(C)cc1	91	5	1	2	91	16	91	9
CCN1C(=O)[C@H]2[C@@H](c3ccc(-c4ccc(F)cc4)c(OC)c3)N[C@@](C)(C(=O)OC)[C@H]2C1=O	101	8	-10	0	113	9	100	2

Other records:
SMILES	RPL19A-GFP yeast	procasp7 counter	ZTA counter	AHR act	LAP4 TOR yeast	EBNA-1 inh	MEP2 TOR yeast	procasp3 activ
O=C(c1ccco1)N1CCN(C(=O)C2c3ccccc3Oc3ccccc32)CC1	102	6	-9	2	102	-13	103	-2
CCOc1ccc(NC(=O)CN(C)C(=O)C2CCN(c3ncnc4sc(C)c(C)c34)CC2)cc1OCC	95	-14	2	36	92	-15	97	-9
O=C(OCC(=O)N1CCOCC1)c1cc(-c2ccccc2)nc2ccccc12	89	-6	nt	0	105	nt	97	8
CC(C)N(C(=O)[C@H]1CC(CC(=O)NCCN2CCOCC2)C(=O)N2CCc3c([nH]c4ccccc34)[C@]12C)C(C)C (stereo not given in full)	96	2	nt	-1	90	nt	93	-1
N=c1c2c(-c3ccccc3)c(-c3ccccc3)n(Cc3ccco3)c2ncn1CCCn1ccnc1	90	-1	-6	4	106	6	108	1
COC(=O)Cn1c(=NC(=O)C2CC2)sc2c(C)cc(C)cc21	99	9	11	6	99	8	98	6
O=C(CCCSc1nc(-c2ccco2)cc(C(F)(F)F)n1)Nc1ccc2c(c1)OCO2	104	6	0	5	113	2	114	15
Cc1nc2ccc(Cl)cc2c(-c2ccccc2)c1CC(=O)O	105	0	-3	0	109	-4	151	-6
COc1ccc(OC)c(NC(=O)CSc2sc3c(O)cc(=O)[nH]c3c2C#N)c1	101	-9	16	5	94	6	106	-1
O=C(CCNS(=O)(=O)c1ccc(Cl)cc1)N1CCN(Cc2ccccc2)CC1	109	4	5	-1	98	3	104	-5
Cc1ccc(S(=O)(=O)Nc2ccc3c4c(cccc24)CC3)c(C)c1	100	0	-2	14	94	-9	101	-11
Cc1ccc(C(=O)N2CCCC2)cc1S(=O)(=O)N1CCOCC1	105	5	3	-4	98	-5	107	2
NC(=O)[C@@H]1[C@@H]2C(=O)N(c3ccc(F)cc3)C(=O)[C@@H]2[C@H]2C=Cc3ccccc3N21	101	-6	-10	26	101	-7	100	-3
CN(CCCC(=O)Nc1ccccc1)S(=O)(=O)c1ccc(Cl)cc1	100	6	-1	-3	102	-5	102	7
O=C(Nc1ccc2c(c1)OCCO2)c1c(F)c(F)c(F)c(F)c1F	98	0	-26	-1	100	-4	102	-3
C=CC[C@H](CC(=O)NCCO)C(=O)N[C@H](COC(=O)[C@H](CC=C)CC(=O)OC(C)(C)C)Cc1c[nH]c2ccccc12	85	-7	nt	-1	80	nt	86	4
COc1ccc(N(C(=O)C(C)C)S(=O)(=O)c2cccs2)cc1	94	0	-4	-2	91	-8	95	3
CNc1cc(Cl)nc(SC)n1	99	8	-13	1	99	-7	95	-5
CC(Oc1ccc(F)cc1)C(=O)Nc1cc(C(F)(F)F)ccc1-n1cncn1 (stereo not given)	86	7	-7	15	95	-3	87	4
COc1cc(C(=O)NCC(c2cccnc2)N2CCN(C)CC2)cc(OC)c1OC (stereo not given)	99	-1	6	9	91	-1	97	0
COc1ccc(N2CC(C)Cn3c2nc2c3c(=O)n(Cc3ccccc3F)c(=O)n2C)c(OC)c1 (stereo not given)	94	4	17	0	90	2	88	-7
OCCNc1nc(Nc2ccccc2)nc(Nc2ccccc2)n1	95	9	-16	48*	94	-7	93	-12
CC(=O)c1ccc(S(=O)(=O)NCC2(N3CCOCC3)CCCCC2)cc1	95	7	-2	-2	104	nt	97	6
COc1ccc(C2=NOC(Cn3nc(-c4ccccc4)cc3C(=O)NCc3ccccc3OC)C2)cc1 (stereo not given)	107	4	nt	4	108	nt	100	3

Record cards, as listed above. Values in the order: RPL19A-GFP yeast | procasp7 counter | ZTA counter | AHR act | LAP4 TOR yeast | EBNA-1 inh | MEP2 TOR yeast | procasp3 activ
NC(=O)[C@@H]1[C@@H]2C(=O)N(c3ccc(F)cc3)C(=O)[C@@H]2[C@H]2C=Cc3ccccc3N21 reads 101 | -6 | -10 | 26 | 101 | -7 | 100 | -3
COc1ccc(C2=NOC(Cn3nc(-c4ccccc4)cc3C(=O)NCc3ccccc3OC)C2)cc1 (stereo not given) reads 107 | 4 | nt | 4 | 108 | nt | 100 | 3

Rewritten in CSV form: entries from further up
molecule,RPL19A-GFP yeast,procasp7 counter,ZTA counter,AHR act,LAP4 TOR yeast,EBNA-1 inh,MEP2 TOR yeast,procasp3 activ
CC(Oc1ccc(F)cc1)C(=O)Nc1cc(C(F)(F)F)ccc1-n1cncn1 (stereo not given),86,7,-7,15,95,-3,87,4
COc1cc(C(=O)NCC(c2cccnc2)N2CCN(C)CC2)cc(OC)c1OC (stereo not given),99,-1,6,9,91,-1,97,0
COc1ccc(N2CC(C)Cn3c2nc2c3c(=O)n(Cc3ccccc3F)c(=O)n2C)c(OC)c1 (stereo not given),94,4,17,0,90,2,88,-7
OCCNc1nc(Nc2ccccc2)nc(Nc2ccccc2)n1,95,9,-16,48*,94,-7,93,-12
CC(=O)c1ccc(S(=O)(=O)NCC2(N3CCOCC3)CCCCC2)cc1,95,7,-2,-2,104,nt,97,6

High-throughput results: PubChem, several laboratories
